dFosB act – activators of mouse delta FosB homodimer; hit rate 0.99% among 340,000; purified delta FosB, TAMRA-CDK5 oligo fluorescence polarization; percent of positive-control signal above neutral wells; P13346; activation, % at 25 µM;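 active = mean activation above about 17%, with every replicate also reaching it, limit read from the data, passing the limit was not always enough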;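 also: fluorescence polarization rise as delta FosB binds a TAMRA Cdk5 AP-1 oligo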
Target sequence (P13346 whole entry, looked up): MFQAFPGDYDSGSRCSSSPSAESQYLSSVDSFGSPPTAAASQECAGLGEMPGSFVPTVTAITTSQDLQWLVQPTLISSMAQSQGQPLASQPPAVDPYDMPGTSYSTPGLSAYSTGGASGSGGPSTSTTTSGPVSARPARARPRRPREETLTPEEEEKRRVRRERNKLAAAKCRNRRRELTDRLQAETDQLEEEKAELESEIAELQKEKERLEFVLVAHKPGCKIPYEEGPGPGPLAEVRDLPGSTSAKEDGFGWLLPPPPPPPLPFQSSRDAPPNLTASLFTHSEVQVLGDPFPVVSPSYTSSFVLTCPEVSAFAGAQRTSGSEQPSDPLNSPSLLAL
CAL PDZ FP-1 – CAL PDZ (human) peptide binding inhibition. Q9HD26. purified CAL PDZ, TMR-peptide fluorescence polarization, 1 h. inhibition, % at 24.9 µM. hit rate 0.92% among 300,000. AID 602252;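 active = mean inhibition of at least 30% with at least half of replicates also reaching 30%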;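 also: 0% = DMSO neutral control and 100% = excess unlabeled competitor peptide PRC23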
SR-BI DiI inh – inhibitors of mouse SR-BI mediated HDL lipid uptake | ldlA[mSR-BI] CHO cells, DiI-HDL uptake fluorescence, 3 h | inhibition, % at 12.5 µM | hit rate 0.96% among 320,000 | AID 488896;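 active = mean replicate inhibition of at least 70% and a set share of replicates each scoring 70 or more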;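 also: 0% = median of neutral control wells and 100% = median of positive control wells; values of inactives mirror those of a sister screen read the other way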
Target sequence (Q61009 whole entry, looked up): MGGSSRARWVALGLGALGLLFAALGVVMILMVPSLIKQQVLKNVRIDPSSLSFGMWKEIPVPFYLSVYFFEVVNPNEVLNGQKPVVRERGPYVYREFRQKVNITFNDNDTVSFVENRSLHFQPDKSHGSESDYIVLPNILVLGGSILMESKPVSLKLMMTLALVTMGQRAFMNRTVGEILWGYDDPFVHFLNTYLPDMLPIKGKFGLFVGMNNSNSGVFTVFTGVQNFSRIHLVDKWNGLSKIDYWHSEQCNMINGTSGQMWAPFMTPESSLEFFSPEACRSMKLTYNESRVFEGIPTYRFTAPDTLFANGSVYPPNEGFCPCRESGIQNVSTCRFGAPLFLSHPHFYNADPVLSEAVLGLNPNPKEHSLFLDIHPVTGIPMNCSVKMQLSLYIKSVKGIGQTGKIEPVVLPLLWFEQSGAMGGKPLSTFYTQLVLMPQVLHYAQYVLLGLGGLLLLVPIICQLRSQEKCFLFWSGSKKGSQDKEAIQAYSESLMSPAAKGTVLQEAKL
SR-BI DiI-HDL act – enhances SR-BI lipid uptake from DiI-HDL. CHO ldlA[mSR-BI] cells, DiI-HDL uptake fluorescence, 3 h; 100 = double the neutral-control signal. activation, % at 12.5 µM. hit rate 0.096% among 320,000. AID 504775;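 active = mean replicate activation of at least 60% and every replicate at or above 60%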;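 also: 0% = median plate neutral-control signal and 100% = twice that signal; values of inactives mirror those of a sister screen read the other way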
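Test system: SR-BI-overexpressing, LDLR-lacking CHO cells; Medium: Ham's F12 with 0.5% BSA, HEPES 25 mM, pH 7.4; Schedule: 3 h, 37 °C; Technique: bottom-read fluorescence, 550/595 nm.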
PvdQ acylase – P. aeruginosa PvdQ acylase inhibition; purified PvdQ acylase, fluorescence plate reader; inhibition, % at 10 µM; hit rate 0.063% among 340,000; AID 488965; in the data active = inhibition above about 30%, passing the limit was not always enough;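 also: 0% = vehicle neutral wells and 100% = reference inhibitor wells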
MITF TRPM1 HTS – activators of MITF-driven TRPM1 promoter activity in SK-MEL-5 cells | SK-MEL-5 TRPM1-promoter luciferase, 24 h; % of positive control, neutral wells = 0 | activation, % at 12.5 µM | hit rate 0.75% among 300,000;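 active = mean activation of at least 80% with every replicate also reaching 80%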;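 also: 0% = neutral control wells and 100% = parthenolide positive control wells; values of inactives mirror those of a sister screen read the other way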
CAL PDZ FP-2 – human CAL PDZ-peptide interaction inhibition; purified CAL PDZ, TMR-peptide fluorescence polarization, 1 h; inhibition, % at 20 µM; hit rate 0.02% among 330,000; AID 504414;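 active = highest replicate inhibition of at least 40%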;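 also: plate controls were DMSO neutral control wells for no effect and unlabeled competitor peptide control wells for full effect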
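Control set: unlabelled peptide and DMSO controls / Material: purified CerCALP PDZ construct / Timing: 1 h incubation at room temperature before polarization reading / Doses: 20 µM, one dose / Detection: fluorescence polarization (mP)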
NSD2 HMT inh – blocks human histone methyltransferase NSD2; O96028; NSD2 peptide methylation, AlphaScreen, 120 min; inhibition, % at 12.5 µM; hit rate 0.54% among 310,000; AID 743445; in the data active = inhibition above about 50%
Rtt109 Vps75 – inhibitors of Candida albicans Rtt109/Vps75 histone acetyltransferase. inhibition, % at 34.9 µM. hit rate 0.16% among 330,000. purified Rtt109/Vps75, ThioGlo CoA-SH fluorescence, 4 h. Q5AAJ8;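 active = inhibition of at least 50% in every replicate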
PfHsp90 set2 – inhibits growth of yeast expressing Plasmodium falciparum Hsp90; hit rate 0.32% among 310,000; S. cerevisiae expressing PfHsp90, BacTiter-Glo ATP, 48 h; yeast lacking PDR1 and PDR3 efflux regulators; inhibition, % at 9.4 µM;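 active = every replicate shows inhibition above about 80%, whatever the replicate mean, limit read from the data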;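 also: 0% = DMSO neutral controls and 100% = 20 µM radicicol positive controls; yeast relying on Plasmodium falciparum Hsp90 in place of its own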
The depositor's hits bear a star; x = not tested or not shown.

cpd | Compound | dFosB act | CAL PDZ FP-1 | SR-BI DiI inh | SR-BI DiI-HDL act | PvdQ acylase | MITF TRPM1 HTS | CAL PDZ FP-2 | NSD2 HMT inh | Rtt109 Vps75 | PfHsp90 set2
1 | CC1CN(C(=O)COC(=O)c2ccc(F)cc2Cl)CC(C)O1 (configuration not stated) | -4.4 | -1.2 | x | x | 17.8 | x | -2.1 | 32.2 | 3.0 | 8.5
2 | CCOc1ccc(C2Nc3cccc4cccc(c34)N2)cc1OC | 4.2 | -2.9 | 46.6 | -46.6 | -12.6 | 0.8 | 0.6 | 14.5 | -0.7 | 3.4
3 | Cc1ccc2cc3cc(C(=O)N4CCCCCC4)oc3nc2c1 | -31.8 | -1.4 | -8.3 | 8.3 | 7.3 | 31.0 | -4.6 | 0.1 | -2.0 | -8.2
4 | COc1ccc(S(=O)(=O)N2CCCCC2)cc1NCC(=O)Nc1ccc(C)cc1 | -10.4 | 2.6 | x | x | -11.9 | -2.2 | -1.1 | 9.7 | -19.8 | -12.1
5 | O=C(Nc1ccccc1)N1CCCN(c2ccc(C(F)(F)F)cn2)CC1 | 1.6 | -3.2 | -4.1 | 4.1 | 6.9 | x | -0.8 | -1.6 | -2.4 | 3.4
6 | CC(C)Oc1ccccc1NC(=O)CSc1nccn1C | -3.8 | x | x | x | -3.9 | -20.7 | -1.7 | 1.5 | 2.5 | -7.0
7 | O=C(OCc1ccccc1Cl)c1ccc(-n2cnnc2)cc1 | -9.2 | x | -5.0 | 5.0 | -0.8 | 20.7 | -2.7 | -1.3 | -3.4 | x
8 | COC(=O)c1ccc(C(=O)OC)c(NC(=S)N2CCN(c3ccc(F)cc3)CC2)c1 | -1.4 | -4.4 | 22.4 | -22.4 | 0.2 | -6.6 | -3.5 | -1.4 | 10.8 | 15.7
9 | O=S(=O)(/C(=C/c1ccc(C(F)(F)F)cc1)c1nc2ccccc2[nH]1)c1ccccc1 | -6.4 | -0.2 | -29.8 | 29.8 | -16.1 | -89.9 | -0.2 | 1.4 | -1.4 | -17.0
10 | CCn1nc(C(=O)OCC(=O)c2ccc3c(c2)OCCO3)c2ccccc2c1=O | -10.2 | -3.2 | -5.2 | 5.2 | -7.4 | 3.6 | -3.0 | -2.1 | -3.0 | 10.7
11 | Cc1ccc(CSCc2ccc(C(=O)NC3CC3)o2)cc1 | -5.0 | 0.3 | -2.5 | 2.5 | -16.3 | 8.1 | -3.3 | -6.0 | -9.8 | -30.8
12 | O=C(NCc1ccco1)c1nc2ccccc2s1 | 2.7 | x | -0.4 | 0.4 | -5.0 | 36.7 | -0.6 | 1.4 | -10.8 | x
13 | O=C(O)CNS(=O)(=O)c1ccc(Br)s1 | 2.8 | -3.6 | -13.2 | 13.2 | -6.6 | 8.0 | -0.1 | -3.1 | 1.8 | 23.4
14 | Cn1c(-c2ccc(Br)cc2)cnc1NCc1cccnc1 | -3.7 | -1.8 | -11.0 | 11.0 | -13.6 | 5.4 | -0.6 | -0.4 | -7.3 | -11.5
15 | COC(=O)c1ccccc1NC(=O)NC1CCC(C)CC1 (configuration not stated) | -7.7 | -1.8 | 2.9 | -2.9 | -9.2 | 4.9 | -2.5 | x | x | -1.3
16 | CSCC[C@H](NC(=O)C1CCCC1)c1nc2ccccc2[nH]1 | 0.9 | -3.7 | -15.9 | 15.9 | 14.8 | -3.5 | 0.2 | 0.0 | 4.0 | -0.6
17 | Cc1ccc(C(=O)Nc2ccc(C(=O)NCC3CCCO3)cc2)cc1 (configuration not stated) | -12.6 | -1.4 | 29.7 | -29.7 | 8.4 | -0.2 | 2.5 | 0.3 | 19.7 | 6.8
18 | CC1CC(=O)Nc2ccccc2S1(=O)=O (configuration not stated) | -1.9 | -5.7 | -19.7 | 19.7 | 11.3 | 5.8 | x | 1.1 | -4.8 | -2.3
19 | CC(C)(C)NC(=O)COC(=O)c1nsc(Cl)c1Cl | 1.9 | -0.3 | -4.3 | 4.3 | -8.8 | 8.1 | -0.7 | 5.3 | -1.4 | 2.7
20 | CCOC(=O)c1ccc(NC(=O)C2(c3ccc(Cl)cc3)CCCC2)cc1 | -1.2 | -3.2 | -12.1 | 12.1 | 7.4 | -9.2 | 0.3 | -0.9 | -29.4 | -4.1
21 | CNc1ccc(C(=O)c2ccccc2C(=O)O)cc1[N+](=O)[O-] | 3.0 | -5.3 | -24.0 | 24.0 | 10.0 | -0.5 | -2.5 | -1.9 | 14.0 | 12.8
22 | COc1ccccc1C(=O)NC(=S)Nc1ccc(N2CCOCC2)c(Cl)c1 | -3.0 | -1.9 | 47.5 | -47.5 | 3.9 | 14.8 | -4.3 | -3.1 | 1.4 | -6.1
23 | Cc1ccccc1-n1c(SCC(=O)O)nc2sc3c(c2c1=O)CCCC3 | -11.5 | 11.9 | -33.4 | 33.4 | 1.6 | 7.3 | -1.8 | -3.7 | x | 10.3
24 | O=C1c2ccccc2NC(c2ccccn2)N1NS(=O)(=O)c1ccccc1 (configuration not stated) | -3.0 | 5.1 | 0.2 | -0.2 | 5.7 | -1.1 | 0.1 | -1.2 | 1.6 | -53.9
25 | CN1C(=O)C(O)(CC(=O)c2ccncc2)c2ccccc21 (configuration not stated) | -4.1 | -2.1 | 0.0 | 0.0 | 11.0 | -35.4 | x | 1.9 | 2.4 | -3.5
26 | O=C1CC(NCc2ccccc2F)C(=O)N1c1ccccc1 (configuration not stated) | 3.6 | x | 0.5 | -0.5 | 3.3 | -9.3 | -0.8 | -2.9 | -16.6 | x
27 | CCO[C@H]1OC(C(=O)NCc2nc3ccccc3[nH]2)=C[C@@H](C)[C@@H]1CCCO | 2.1 | -2.2 | -22.2 | 22.2 | 0.2 | 4.8 | -0.5 | x | -3.6 | 5.2
28 | O=C(OCC(=O)c1ccccc1)C1=NN(c2ccccc2)C(=O)CC1 | -4.0 | x | -11.0 | 11.0 | -9.4 | 2.0 | -0.1 | 13.8 | -1.4 | -8.3
29 | Cc1ccc(N=CC=C2OC(C)(C)C(C)(C)O2)c(C)c1 | -2.8 | -1.6 | -21.1 | 21.1 | -3.1 | 8.4 | -0.9 | -1.6 | -12.2 | -2.5
30 | COCCN(CCOC)c1ncnc2c1cnn2-c1ccc(Cl)cc1 | -5.5 | x | 12.5 | -12.5 | -5.9 | 55.3 | -1.5 | -9.1 | -0.5 | 1.2

For reference, 2 of the compounds above.
cpd | Compound | dFosB act | CAL PDZ FP-1 | SR-BI DiI inh | SR-BI DiI-HDL act | PvdQ acylase | MITF TRPM1 HTS | CAL PDZ FP-2 | NSD2 HMT inh | Rtt109 Vps75 | PfHsp90 set2
29 | Cc1ccc(N=CC=C2OC(C)(C)C(C)(C)O2)c(C)c1 | -2.8 | -1.6 | -21.1 | 21.1 | -3.1 | 8.4 | -0.9 | -1.6 | -12.2 | -2.5
30 | COCCN(CCOC)c1ncnc2c1cnn2-c1ccc(Cl)cc1 | -5.5 | x | 12.5 | -12.5 | -5.9 | 55.3 | -1.5 | -9.1 | -0.5 | 1.2

Going on with the list.
cpd | Compound | dFosB act | CAL PDZ FP-1 | SR-BI DiI inh | SR-BI DiI-HDL act | PvdQ acylase | MITF TRPM1 HTS | CAL PDZ FP-2 | NSD2 HMT inh | Rtt109 Vps75 | PfHsp90 set2
31 | CC(C)(C)OC(=O)N1CCC2(CC1)Oc1ccc(Cl)cc1C(=O)C21CC(c2ccc(Cl)cc2)=NO1 (configuration not stated) | -1.4 | 2.0 | 21.0 | -21.0 | 12.2 | 8.9 | 0.7 | x | -3.3 | -17.2
32 | O=C(CNC(=O)c1ccccc1F)N/N=C/c1ccco1 | 1.8 | 10.0 | 2.8 | -2.8 | 8.4 | 21.9 | -1.7 | 0.0 | 10.3 | 5.4
33 | CC1=CC(C)C(C(=O)O)C(C(=O)O)C1 (configuration not stated) | 0.7 | -4.1 | -6.9 | 6.9 | -13.5 | 8.6 | -0.5 | 1.6 | -1.9 | -5.9
34 | COc1cc(CN2CCN(C(=O)c3cccc4ccccc34)CC2)cc(OC)c1O | -9.2 | x | 16.8 | -16.8 | -4.0 | -0.8 | 2.5 | -0.1 | 2.1 | -8.3
35 | Cc1ccc(/C=N/NC(=O)c2cccc(S(=O)(=O)Nc3cccc(Cl)c3)c2)o1 | 0.4 | x | -12.4 | 12.4 | 9.7 | x | -0.7 | -0.2 | -61.5 | 1.3
36 | O=C(NNC(=O)C1CCC(C(=O)NNC(=O)c2cccs2)CC1)c1cccs1 (configuration not stated) | -7.5 | 4.6 | x | x | 10.4 | 6.7 | 0.6 | -5.6 | 7.5 | 17.2
37 | Cc1noc(C)c1NC(=O)N(C)C[C@H]1Oc2ccc(NC(=O)NC(C)C)cc2C(=O)N([C@H](C)CO)C[C@H]1C | -4.3 | -4.1 | -10.7 | 10.7 | 10.9 | -4.2 | -0.8 | x | 3.1 | 6.8
38 | CCOC(=O)CN1CCC(c2cc(-c3ccc(Cl)cc3)n[nH]2)CC1 | -17.3 | -1.4 | 40.0 | -40.0 | -15.2 | x | -4.0 | 1.8 | 4.1 | 27.4
39 | COc1ccc(OC)c(NC(=O)CSC2=NN3CCCC(=O)N=C3S2)c1 | 4.8 | -4.7 | 10.7 | -10.7 | 1.1 | 1.8 | -2.6 | 14.1 | -0.6 | 8.8
40 | CC(Cc1ccccc1)N(C)C(=O)CN1C(=O)c2ccccc2C1=O (configuration not stated) | -2.3 | -2.6 | -7.5 | 7.5 | -5.0 | -3.4 | 0.0 | 3.6 | 1.9 | 13.8
41 | CN(CC(=O)Nc1ccccc1C(=O)NC1CC1)Cc1ccc(Cl)s1 | -5.4 | 0.0 | 28.3 | -28.3 | -7.3 | 10.2 | 0.9 | -3.9 | 3.3 | 41.3
42 | O=C(N=C1c2ccccc2CN1c1ccc(F)c(F)c1)c1cccnc1 | 2.9 | -0.8 | -6.0 | 6.0 | -14.1 | 19.0 | -2.4 | x | -2.4 | 0.3
43 | CCCCC(C(=O)NC1CCCC1)N(Cc1ccco1)C(=O)Cn1nnc(-c2ccc(F)cc2)n1 (configuration not stated) | 0.7 | 3.7 | 35.1 | -35.1 | -7.0 | 0.9 | -0.6 | 9.2 | 6.4 | -15.6
44 | CC(=O)NC12CC3CC(C1)CC(C(=O)Nc1nc4c(C)cccc4s1)(C3)C2 | -13.1 | 4.7 | 45.8 | -45.8 | 0.5 | -6.1 | -3.7 | -3.8 | 9.2 | 2.5
45 | CCC(=O)N(Cc1cc(=O)[nH]c2ccccc12)c1cccc(C)c1 | 0.9 | -3.1 | -11.9 | 11.9 | 2.9 | -8.3 | -2.0 | 2.9 | -4.1 | 2.5
46 | CCN1C(=O)[C@H]2[C@@H](c3ccc(C)cc3)N3C(=O)N(c4cccc(Br)c4)C(=O)[C@@]3(CC(C)C)[C@H]2C1=O | 6.3 | -1.8 | -20.2 | 20.2 | 0.9 | 0.4 | -1.3 | x | 4.4 | -4.5
47 | Cc1cccc(N2CCN(C(=O)c3ccccc3SCC(=O)N3CCCC3)CC2)c1C | -3.1 | -1.8 | 12.9 | -12.9 | -0.5 | -11.5 | 0.6 | 0.4 | 9.2 | x
48 | COc1ccc(C(=O)N2CCN(Cc3cc(OC)ccc3OC)CC2)cc1 | -5.8 | 3.9 | 25.1 | -25.1 | -14.1 | 0.3 | 0.2 | 1.7 | -2.5 | 9.5

Compound activity from PubChem.
